PMI act = activators of human PMI, primary screen, biochemical, fluorescence intensity, near-Km mannose 6-phosphate; Mannose-6-phosphate isomerase (Homo sapiens), P34949; purified human PMI, coupled resazurin fluorescence, 20 min; active compounds read high; 1 = vehicle control, 0 substrate-free wells; activation factor at 20 µM; hit rate 0.005% among 190,000; AID 1214, 2008;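 active means activation factor of 2 or more at 20 µM, relative to plate controls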
Target sequence (P34949 whole entry, looked up): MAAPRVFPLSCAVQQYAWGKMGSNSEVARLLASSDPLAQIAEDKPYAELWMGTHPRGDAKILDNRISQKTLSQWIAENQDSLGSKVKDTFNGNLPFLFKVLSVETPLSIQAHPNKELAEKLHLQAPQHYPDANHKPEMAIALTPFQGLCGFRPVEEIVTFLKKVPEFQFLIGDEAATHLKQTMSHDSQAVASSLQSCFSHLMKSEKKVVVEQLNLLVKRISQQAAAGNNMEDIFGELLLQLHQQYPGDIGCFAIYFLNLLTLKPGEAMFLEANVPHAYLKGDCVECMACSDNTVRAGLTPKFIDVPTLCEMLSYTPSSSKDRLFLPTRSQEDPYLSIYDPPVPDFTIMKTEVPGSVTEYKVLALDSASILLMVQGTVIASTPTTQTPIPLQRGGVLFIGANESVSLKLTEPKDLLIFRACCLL
TNAP act hi DEA = TNAP activators at high phosphate acceptor level, primary screen, biochemical, luminescence, uHTS; Alkaline phosphatase, tissue-nonspecific isozyme (Homo sapiens), P05186; purified TNAP, CDP-star luminescence, 1 M DEA, 30 min; active compounds read high; 0 = EDTA background, 1 = DMSO-only activity; activation factor at 20 µM; 200,000 tested, under 10 active;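 active means activation factor at least 2 at 20 µM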
Target sequence (P05186 whole entry, looked up): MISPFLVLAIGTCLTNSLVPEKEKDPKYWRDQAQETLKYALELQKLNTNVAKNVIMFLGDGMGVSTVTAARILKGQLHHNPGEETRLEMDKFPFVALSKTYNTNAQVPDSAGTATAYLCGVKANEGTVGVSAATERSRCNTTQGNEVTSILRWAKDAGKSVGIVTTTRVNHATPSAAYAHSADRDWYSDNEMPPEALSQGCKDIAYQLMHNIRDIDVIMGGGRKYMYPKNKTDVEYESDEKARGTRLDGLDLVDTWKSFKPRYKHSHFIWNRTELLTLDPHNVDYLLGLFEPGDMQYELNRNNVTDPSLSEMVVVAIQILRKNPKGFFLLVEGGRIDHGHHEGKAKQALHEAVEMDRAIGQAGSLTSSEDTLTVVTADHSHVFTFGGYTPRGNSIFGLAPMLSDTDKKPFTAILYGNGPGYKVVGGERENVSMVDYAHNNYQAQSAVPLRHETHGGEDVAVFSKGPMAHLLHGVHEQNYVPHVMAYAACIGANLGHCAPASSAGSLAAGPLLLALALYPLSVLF
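system = human TNAP | amount = enzyme diluted 1/800 final | reagent = 100 µM CDP-star substrate | signal = luminescent substrate turnover signal | dosing = one dose, 20 µM | benchmarks = EDTA negative control, DMSO positive control | measure = activation factor | timing = 30 min reaction, room temperature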
FLuc inhib CS = firefly luciferase enzyme inhibitors, primary screen, artefact control for luciferase-based inhibitor screens, biochemical, luminescence, ATPLite. 10 min. inhibition, % at 10 µM. hit rate 1.5% among 200,000. AID 1006, 2008;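 active means inhibition above about 50% when tested at 10 µM, limit read from the data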
FLuc act counter = FLuc activators, initial screening, artefact control for FLuc-dependent activation tests, biochemical, ATPlite luminescence | 200,000 tested, under 10 active | activation factor at 10 µM | Luciferin 4-monooxygenase (Photinus pyralis), P08659 | ATPlite luciferase biochemical, 10 min; 0 = ATP-free wells, 1 = DMSO control;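 active means luciferase activation factor, scaled between plate controls, of at least 2 with compound at 10 µM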
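assay system = Luciferase/luciferin detection reagent, cell-free biochemical luciferase assay | also added = ATP substrate | times = 10 min post-reagent at room temperature | measured by = luminescence from luciferase reaction | measure = luciferase activation, seen as luminescence increase over controls | benchmarks = low control with PBS replacing ATP, high control enzyme plus ATP without compound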
TNAP inh hiacc = human TNAP enzyme inhibitors, primary screen, biochemical, luminescent, high phosphate acceptor level, uHTS. Alkaline phosphatase, tissue-nonspecific isozyme (Homo sapiens), P05186. purified TNAP, CDP-star luminescence, 1 M DEA. inhibition, % at 20 µM. hit rate 0.03% among 200,000. AID 1135, 2008;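 active means over 50% inhibition of tissue-nonspecific alkaline phosphatase at 20 µM in the single-dose screen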;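 further: plate controls were DMSO wells for no effect and EDTA-quenched wells as full inhibition for full effect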
PMI act satM6P = human PMI activators, high substrate, primary screen, biochemical, fluorescence intensity, near-saturating mannose 6-phosphate; activation factor at 20 µM; hit rate 0.34% among 190,000; AID 1216, 2008; coupled PMI enzyme assay, resazurin fluorescence, 20 min; active compounds read high; 1 = untreated enzyme, 0 = substrate-free blank;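 active means activation factor of 2 or more at 20 µM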
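Test system: human phosphomannose isomerase with PGI, G6PDH, diaphorase coupling enzymes / Doses: 20 µM compound, 1% DMSO / Times: enzyme reaction with compound 20 min at room temperature / Measured by: Diaphorase-driven resazurin-to-resorufin fluorescence, excitation 544, emission 590 nm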
APP 5'UTR act = activators of APP 5'UTR luciferase reporter, primary screen, SH-SY5Y cells; SH-SY5Y APP 5'UTR luciferase reporter, luminescence; zero percent = DMSO vehicle wells; activation, % at 2 µM; hit rate 1% among 190,000; AID 1276, 2008;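 active means activation above a set limit, based on mean plus 3 SD of controls, cut at about 140% in these data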; further: values of inactives mirror those of a sister screen read the other way
bIAP activator = bovine intestinal alkaline phosphatase activators, primary screen, biochemical, bovine IAP, CDP-star luminescence | alkaline phosphatase, intestinal [Bos taurus] | purified bovine IAP, 30 min; active compounds read high; fold of DMSO-control signal, blank-subtracted | activation factor at 20 µM | hit rate 0.17% among 200,000;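 active means activation factor of 2 or more at 20 µM, a signal rise over negative controls twice the positive control's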
NF-kB neuron act = activators of NF-kB expression in neurons, primary screen, cell-based, HTS; human neuronal cells, NF-kB reporter expression; active compounds read high; fold change at 12.5 µM; hit rate 1.6% among 190,000; AID 1239, 2008; in the data active means fold change above about 3.3
TNAP inh no acc = human TNAP enzyme inhibitors, primary screen, biochemical, luminescent, no phosphate acceptor, uHTS; Alkaline phosphatase, tissue-nonspecific isozyme (Homo sapiens), P05186; purified TNAP, CDP-star luminescence, 30 min; inhibition, % at 20 µM; hit rate 0.26% among 200,000; AID 1012, 2008;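 active means tissue-nonspecific alkaline phosphatase inhibition above about 50% at 20 µM in the single-dose screen, limit read from the data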;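 further: 0% = DMSO negative control and 100% = EDTA positive control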
The depositor's hits bear a star; . = not tested or not shown.

SMILES	PMI act	TNAP act hi DEA	FLuc inhib CS	FLuc act counter	TNAP inh hiacc	PMI act satM6P	APP 5'UTR act	bIAP activator	NF-kB neuron act	TNAP inh no acc
Cc1cc(C)c2nc(N3CCCC(C(=O)NCCN4CCOCC4)C3)sc2c1 (stereo not drawn)	0.9	1	17	0.8	-2	0.9	17	1	1.9	-8
COc1ccc(OCC(=O)N/N=C/c2ccc(N(C)C)cc2)cc1	0.9	1	63*	0.4	-4	0.8	-13	0.9	1.4	-8
COc1ccc(/C=N/n2c(C)cc(C)cc2=O)cc1	0.9	1	8	0.9	-4	0.9	7	1.2	1.7	-5
O=C(c1ccc2c(c1)OCCCO2)c1cccs1	1.1	1.1	42	0.6	-6	1.1	140*	0.6	4*	-13
COCCNC(=O)c1c[nH]c2cc(OC)c(OC)cc2c1=O	1	1.1	-8	1.1	-10	0.9	11	1	1	-18
O=C(NCCCN1CCN(c2ccc(F)cc2)CC1)Nc1ccc([N+](=O)[O-])cc1	0.9	1	-7	1.1	-3	1	0	0.9	0.85	-9
Cc1nc(NC(=S)NC(=O)COc2ccccc2Cl)ccc1Br	0.8	1	-1	1	2	0.9	1	1	1.2	-17
CCn1c(SCC(=O)Nc2nnc(C)s2)nc2c(c1=O)SC(C)C2 (stereo not drawn)	0.9	1.1	-6	1.1	-8	0.9	19	0.9	0.94	-16
Cc1cc(N2CC(C(=O)NCc3cccs3)CC2=O)ccc1C(C)C (stereo not drawn)	1	1	0	1	-2	1.1	1	1.1	1	-4
Cc1ccc(-c2ccc(S(=O)(=O)N3CCN(C)CC3)cc2)cc1	1	1.1	0	1	-9	1.1	31	0.9	1.5	0
Cc1nnc(SCc2cc(=O)n3[nH]cnc3n2)s1	1	1	-5	1	-4	0.9	-3	0.9	1.3	-9
Cc1ccc(Cn2nc(C)c(NC(=O)c3nn(C)cc3Cl)c2C)cc1	1.1	1	-1	1	5	1.1	5	1.1	1.2	10
CCOC(=O)CSc1nc(N)nc(C)c1Br	1	1.1	-7	1.1	-7	0.9	15	0.9	1.1	-16
CCCCc1nc2ccccc2c(N)c1CCC (tested in a mixture with another compound)	0.9	1	6	0.9	1	1	7	0.9	1	2
CC(C)n1c(SCC(=O)N2CCCC2)nc2c1c(=O)n(C)c(=O)n2C	1	1.1	-6	1.1	-6	1	18	0.9	1.3	-15
CCOc1ccc(C2C(C(=O)O)c3ccccc3C(=O)N2CCN2CCOCC2)cc1 (stereo not drawn)	1.2	1	7	0.9	-3	1.1	-12	0.9	0.94	8
COc1ccc(CCNC(=O)c2ccc(CNS(=O)(=O)c3cc(C)ccc3C)cc2)cc1OC	0.9	1.1	-8	1.1	-6	1	20	1.3	0.65	-4
COc1cc(C(=O)NCCc2cn3ccc(C)cc3n2)cc(OC)c1OC	1	1	-4	1	-1	1	-1	0.9	0.71	1
CCOc1ccccc1OCCCC(=O)N1CCN(S(=O)(=O)c2cccc(F)c2)CC1	0.9	1	-5	1	-4	0.9	-10	1	0.98	-2
CCN(C(=O)c1cc2cc(OC)ccc2oc1=O)c1ccccc1	0.9	1	-4	1	0	0.9	-13	0.9	1.3	-6
Cc1cc(C)n(CC2CC(=O)N(c3ccc(C)c(Cl)c3)C2=O)n1 (stereo not drawn)	0.9	1	-6	1.1	-4	1	5	1	1.5	-9
COc1cc(C(=O)Nc2ccc(S(=O)(=O)Nc3ncccn3)cc2)c([N+](=O)[O-])cc1OC	1	1	-7	1.1	-3	0.7	-2	0.9	1.1	-16
Cc1ccc(C(=O)N/C(=C\c2cccs2)C(=O)NC2CCCCC2)cc1	0.9	1	1	1	-4	1	-13	1	0.82	-6
COCc1[nH][nH]c(=O)c1C=Nc1ccc(C(F)(F)F)cc1	1.1	1	-4	1	-1	1	-3	1.1	0.86	-76
Cc1cc(C)nc(N/N=C/c2ccccc2)n1	1	1	2	1	-2	1	9	0.8	1.5	-14
Cc1ccc(SCC(=O)NC(=O)Nc2ccc3c(c2)OCCO3)c(C)c1	0.9	1	-2	1	-2	1	-13	0.6	1.1	-6
COc1ccc(N2CCN(CC(=O)NC(=O)NCc3ccco3)CC2)cc1	0.9	1.1	-10	1.1	-6	0.9	-19	0.9	1.1	-6
CC(=O)c1ccc(NC(=O)C2CC(=O)N(C(C)C)C2)cc1 (stereo not drawn)	1.1	1.1	-4	1	-6	1.1	1	1	.	-7
C=CCn1c(SCC(=O)N(CC)CC)nc(O)cc1=O	1	1	-3	1	-1	1	1	1	1.1	-12
Cc1cc(C)n(-c2nc3c(c(=O)[nH]c(=O)n3C)n2CC(O)c2ccccc2)n1 (stereo not drawn)	0.9	1	-5	1	1	0.9	4	1	0.94	-6
CCOC(=O)CCCCC(=O)c1[nH]c(=O)[nH]c1CSCCO	0.9	1	-4	1	0	1	-10	1.1	1.6	-1
C[C@]1(C(=O)O)Cc2oncc2C[C@@H]1C(=O)O	1.1	1	-9	1.1	-1	1.1	-2	1	0.95	-2
C=CCN1C(=O)/C(=C/c2ccccc2)S/C1=N/c1nccs1	1	1	-6	1.1	-2	1	-16	0.8	1.2	-14
C#CC(CC)(CC)NC(=S)Nc1cccc(C(C)=O)c1	1	1.1	-6	1.1	-6	1	.	0.9	1	-6
COc1ccc(CCC(=O)Nc2cc(S(C)(=O)=O)ccc2Cl)cc1	1.1	1.1	-4	1	-8	1.1	8	1.1	1.1	-19
Cc1cccc(N2CCN(Cc3nc(-c4cccc(Oc5ccccc5)c4)oc3C)CC2)n1	.	1.1	-5	1.1	-8	.	8	0.9	1.1	-11
O=C(Nc1nccs1)c1ccc(Cl)cc1[N+](=O)[O-]	0.9	1	-3	1	-2	0.9	7	1	1.4	-6
CCN(CC)c1ccc(CNCc2cccs2)cc1	1.1	1	-1	1	-2	0.9	16	1	1.1	-5
O=C1CNC(=S)N1CCCn1ccnc1	1	1	-5	1.1	2	0.9	10	1	1.3	-12
COC(=O)C1CCN(C(=O)c2ccc(SC)cc2OC)CC1	0.9	1	-3	1	-1	0.9	-1	1	1.2	-5
COC(=O)C1=CN(CC2CCCO2)C=C(C(=O)OC)C1c1ccsc1 (stereo not drawn)	1.1	1	-1	1	-3	0.9	23	1.2	1.1	-12
C=CCOc1ccc2c(c1)c(S(=O)(=O)c1ccc(C)cc1)cn2COC	0.9	1.1	-4	1	-5	1	23	0.9	0.98	-10
COc1ccccc1-n1c(-c2cn(C)nc2C)n[nH]c1=S	1.1	0.9	6	0.9	6	1.1	8	1.3	0.94	-5
COc1cc(C(=O)c2ccccc2Cl)c([N+](=O)[O-])cc1OC	0.9	1.1	-10	1.1	-8	0.9	4	0.8	0.91	-9
COc1ccc(C2Nc3ccc(Br)cc3C(c3ccccc3)N2CC(=O)O)cc1 (stereo not drawn)	1.2	1	2	1	-2	1.2	1	1.1	1.2	-6
CNC(=S)N1N=C(c2ccc(C)cc2)CC1c1ccc(OC)cc1 (stereo not drawn)	0.9	1.1	-6	1.1	-6	1	3	1	3.1	-10
O=C1CCCN1Cc1ncnn1-c1ccccc1	1.1	1.1	-11	1.1	-7	1.1	2	1	0.98	-13
CC(OC(=O)c1cc2sccc2n1C)C(=O)NCc1ccc2c(c1)OCO2 (stereo not drawn)	0.9	1	-4	1	-4	1	-4	0.9	1.2	-6
CCOC(=O)c1oc2ccccc2c1NC(=O)COC	1	1.1	1	1	-9	1.1	2	1.1	1	-6
COc1cc(C2C(C#N)=C(N)N(c3cccnc3)C3=C2C(=O)CCC3)ccc1O (stereo not drawn)	1	1	-8	1.1	-2	1	-11	1	0.82	0
CCOC(=O)Cn1c(=NC(=O)c2sc3ccccc3c2Cl)sc2cc(S(N)(=O)=O)ccc21	0.8	1	-3	1	-1	1	5	0.9	0.96	-22
CCN(CC)c1ccc(C=O)c(OC)c1	1	1	-1	1	-5	0.9	-10	0.9	0.99	-8
Cc1cc(OCC(=O)Nc2nnc(C3CC3)s2)ccc1[N+](=O)[O-]	1	1	-7	1.1	0	1	-11	0.9	1.4	-3
COc1cccc(N2CCN(C(=O)c3[nH]c(C)c(C(C)=O)c3C)CC2)c1	1	1.1	-5	1	-7	0.9	-29	1	1.2	-8
Cc1ccc(NC(=O)CSc2n[nH]c(C)c2[N+](=O)[O-])cc1C	1	1	-2	1	-4	1	-2	1.1	1	1
COc1ccc(OC)c(/C=N/NC(=O)c2ccc(Cn3cc([N+](=O)[O-])cn3)o2)c1	1	1.1	-9	1.1	-7	1	-4	1	1.1	-12
Cc1cc(C)c2cc(C(c3nnnn3C3CCCC3)N3CCOCC3)c(=O)[nH]c2c1 (stereo not drawn)	1.2	1.1	-4	1	-5	1.6	-6	1.1	1.2	-2
Cc1ccc(-n2nnc3c(=O)n(CC(=O)N4CCC(C)CC4)cnc32)cc1	0.9	1	-2	1	-3	0.9	2	0.9	0.9	-6
O=C(NCCOc1ccccc1)C1CCCCC1	1	1	-2	1	-2	1	57	1	1.9	-10
Cc1ccc(-c2noc(C3CCCN(S(=O)(=O)c4ccc(S(=O)(=O)N(C)C)cc4)C3)n2)o1 (stereo not drawn)	1.1	1	-5	1.1	-2	1.1	12	0.9	0.93	-12

Quoted at random: 6 compounds from above
SMILES	PMI act	TNAP act hi DEA	FLuc inhib CS	FLuc act counter	TNAP inh hiacc	PMI act satM6P	APP 5'UTR act	bIAP activator	NF-kB neuron act	TNAP inh no acc
Cc1ccc(NC(=O)CSc2n[nH]c(C)c2[N+](=O)[O-])cc1C	1	1	-2	1	-4	1	-2	1.1	1	1
CC(OC(=O)c1cc2sccc2n1C)C(=O)NCc1ccc2c(c1)OCO2 (stereo not drawn)	0.9	1	-4	1	-4	1	-4	0.9	1.2	-6
CNC(=S)N1N=C(c2ccc(C)cc2)CC1c1ccc(OC)cc1 (stereo not drawn)	0.9	1.1	-6	1.1	-6	1	3	1	3.1	-10
COc1ccc(OC)c(/C=N/NC(=O)c2ccc(Cn3cc([N+](=O)[O-])cn3)o2)c1	1	1.1	-9	1.1	-7	1	-4	1	1.1	-12
CCN(CC)c1ccc(C=O)c(OC)c1	1	1	-1	1	-5	0.9	-10	0.9	0.99	-8
COc1ccccc1-n1c(-c2cn(C)nc2C)n[nH]c1=S	1.1	0.9	6	0.9	6	1.1	8	1.3	0.94	-5

Source: PubChem
